High-throughput results as filed in PubChem BioAssay.
Giardia kill: Giardia lamblia killing; Giardia lamblia trophozoite viability; activity change, % at 7.66 µM, hits read low; hit rate 0.15% among 340,000; in the data active = activity change below about -80%; inconclusive = between about -30% and that limit;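 note: parasites exposed to compound for two days anaerobically before the ATP read; % is set by controls: 0 for no effect and ±100 for the full control effect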
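Killing of trophozoites was scored by loss of ATP luminescence after a 48 hrs anaerobic exposure to compounds at 37 deg C, using 100 cells per well.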
VP16 counter: inhibits Gal4-VP16 luciferase reporter, ROR gamma counter-screen; Drosophila S2 Gal4-VP16 UAS-luciferase, luminescence, 20 h; Potency, µM (highest dose often 53.6 µM), inactives show at the highest dose activity, negative = inhibition, hits mostly inhibitors; hit rate 3.5% among 310,000;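 note: Gal4-VP16 expression switched on by copper sulfate through the metallothionein promoter; potency is the fitted concentration of half-maximal effect; % is set by controls: 0 for no effect and ±100 for the full control effect; nearly all actives have a fitted effect of over 50% in size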
Tb PFK inh: inhibitors of T. brucei phosphofructokinase | O15648 | T. brucei PFK, ADP-Glo luminescence | Potency, µM (highest dose often 57.5 µM), without a hit: at the top dose activity, negative = inhibition, usual class: inhibitors | hit rate 0.17% among 330,000;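 note: potency is the fitted concentration of half-maximal effect; 0% = uninhibited 1x PFK enzyme wells and -100% = no-enzyme wells; nearly all actives have a fitted effect of over 60% in size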
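Luminescent ADP detection (ADP-Glo, two-step: ATP depletion then ADP-to-ATP conversion for luciferase) reported PFK activity after 45 min room-temperature reaction of 1.25 nM enzyme with 0.5 mM F6P and 0.1 mM ATP at pH 8.0.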
FLuc counter: firefly luciferase modulation, counter-screen for miR-21 project | hit rate 6.9% among 360,000 | Potency, µM (titrated, usually from 57.5 µM), for the others: at the highest dose activity change, negative = inhibition, most hits filed as inhibitors | P08659 | purified FLuc, Km substrates, luminescence inhibition;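 note: potency is the fitted concentration of half-maximal effect; plate controls were vehicle for no effect and reference inhibitor for full effect; nearly all actives have a fitted effect of over 55% in size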
Target sequence (P08659 whole entry, looked up): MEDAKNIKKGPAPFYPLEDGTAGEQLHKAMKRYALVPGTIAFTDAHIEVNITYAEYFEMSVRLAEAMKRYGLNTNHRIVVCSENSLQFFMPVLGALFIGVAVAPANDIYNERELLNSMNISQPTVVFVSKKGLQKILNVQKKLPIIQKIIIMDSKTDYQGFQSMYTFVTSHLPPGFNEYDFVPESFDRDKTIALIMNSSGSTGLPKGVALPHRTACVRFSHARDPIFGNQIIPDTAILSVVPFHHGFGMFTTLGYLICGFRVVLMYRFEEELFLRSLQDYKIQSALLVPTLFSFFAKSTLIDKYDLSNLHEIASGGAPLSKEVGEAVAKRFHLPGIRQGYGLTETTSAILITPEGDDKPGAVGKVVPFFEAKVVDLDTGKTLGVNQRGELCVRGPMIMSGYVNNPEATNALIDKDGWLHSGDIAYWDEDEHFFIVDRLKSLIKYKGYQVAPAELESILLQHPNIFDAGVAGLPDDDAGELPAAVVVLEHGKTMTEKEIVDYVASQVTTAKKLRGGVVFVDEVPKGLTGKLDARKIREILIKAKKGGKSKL
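Purified P. pyralis luciferase (10nM final) with 10uM D-luciferin and 10uM ATP (Km levels) in 50mM Tris acetate pH 7.5, 10mM Mg acetate, 0.01% Tween-20, 0.05% BSA; qHTS 6-point titration, ~60 µM downward; luminescence read.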
FBPA coupling cs: counter-screen for Giardia aldolase inhibitors: coupling enzyme system | coupling enzyme system counterscreen, AmpLite Red fluorescence | activity change, negative = inhibition, % at 58.2 µM, hits read low | hit rate 0.67% among 290,000; in the data active = activity change below about -30%; note: % is set by controls: 0 for no effect and ±100 for the full control effect
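Coupling enzymes only (glyceraldehyde-3-phosphate) + compound, at 57.5 uM final, 10 min RT; add substrate/coupling/AmpLite Red mix, 20 min RT; fluorescence ex 525/em 598 nm. Actives flag coupling-system interference.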
RORg inh: ROR gamma (mouse) transcription inhibition; P51450; Drosophila S2 Gal4-RORgamma UAS-luciferase reporter, 20 h; hit rate 5.4% among 310,000; AID 2551; Potency, µM (top dose mostly 53.6 µM), for inactives: top-dose activity change, negative = inhibition, most hits filed as inhibitors; note: potency is the fitted concentration of half-maximal effect; % is set by controls: 0 for no effect and ±100 for the full control effect; nearly all actives have a fitted effect of over 60% in size
Target sequence (P51450 whole entry, looked up, the tested form may be a part): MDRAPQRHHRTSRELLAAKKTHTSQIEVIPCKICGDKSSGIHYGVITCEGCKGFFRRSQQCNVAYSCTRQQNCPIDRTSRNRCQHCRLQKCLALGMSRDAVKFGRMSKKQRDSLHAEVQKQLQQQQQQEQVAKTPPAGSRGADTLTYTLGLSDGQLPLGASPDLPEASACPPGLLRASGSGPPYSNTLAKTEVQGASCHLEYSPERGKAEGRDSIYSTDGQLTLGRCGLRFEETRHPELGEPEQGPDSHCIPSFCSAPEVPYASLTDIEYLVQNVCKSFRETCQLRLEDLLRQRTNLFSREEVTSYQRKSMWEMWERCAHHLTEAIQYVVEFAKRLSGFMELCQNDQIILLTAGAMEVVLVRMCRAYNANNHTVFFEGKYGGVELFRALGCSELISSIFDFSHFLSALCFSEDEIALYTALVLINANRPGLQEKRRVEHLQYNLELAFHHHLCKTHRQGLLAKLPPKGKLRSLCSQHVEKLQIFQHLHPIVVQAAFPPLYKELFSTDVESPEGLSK
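ROR gamma transcriptional activity was tracked as Gal4-UAS luciferase output in stably transfected Drosophila Schneider cells, with compound added 1 hr before 700 uM copper sulfate induction and a 20 hr ambient-temperature incubation.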
Rab9 prom act: activates the Rab9 promoter; Huh7 Rab9 promoter-luciferase reporter, luminescence, 24 h; Potency, µM (doses to about 9.22 µM), without a hit: top-dose activation, negative = inhibition, actives largely listed as activators; hit rate 2.8% among 320,000; note: potency is the fitted concentration of half-maximal effect; % of control where 0% means no effect; nearly all actives have a fitted effect of over 60% in size
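Huh7 cells stably carrying Rab9 promoter–luciferase reporter, plated 1500 cells/well, compound added after 2 h and incubated 24 h at 37 °C; luciferase luminescence then read after 10 min with detection reagent.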
ELG1 genotoxic: inducers of genotoxicity in HEK293T ELG1-luciferase cells. HEK293T ELG1-luciferase reporter, luminescence, 16 h. Potency, µM (titrated, usually from 46 µM), without a hit: at the top dose activity change, positive = activation, usual class: activators. hit rate 1.3% among 330,000; note: potency is the fitted concentration of half-maximal effect; % of control where 0% means no effect; nearly all actives have a fitted effect of over 60% in size
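HEK293T cells expressing luciferase-tagged ELG1 were treated with compound or DMSO for 16 hr at 37°C. Luciferase activity was then read after 30 min with ONE-Glo at room temperature; rising signal flags genetic stress.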
NPC1 promoter act: activates the NPC1 promoter. AID 485313. Huh7 NPC1 promoter luciferase reporter, 24 h. hit rate 2.4% among 320,000. Potency, µM (titrated, usually from 9.22 µM), for the others: at the highest dose activation, usual class: activators;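 note: potency is the fitted concentration of half-maximal effect; % of control where 0% means no effect; nearly all actives have a fitted effect of over 60% in size; reporter is driven by a mutant NPC1 promoter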
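Huh7 reporter cells (NPC1 promoter driving luciferase) are dosed with compound for 24 h at 37 °C, 5% CO2; luciferase detection reagent is then added and luminescence measured after 10 min at ambient temperature.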
KCNH2 3.1 block: KCNH2 3.1 (human) potassium channel inhibition; U2OS KCNH2 3.1, thallium flux FluxOr; active compounds read low; AID 720553; activity change, % (tested at about 1.8 µM); hit rate 0.95% among 340,000;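 active = maximum activity change below -70%; inconclusive = maximum activity change from -70% to -50%; inactive = maximum activity change above -50%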;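 note: thallium influx rate constant from kinetic fluorescence after stimulation buffer; % is set by controls: 0 for no effect and ±100 for the full control effect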
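Normalized rate constant (relative to positive and negative DMSO controls) derived from a 2 min kinetic fluorescence read after stimulation; U2OS cells expressing the 3.1 isoform via virus at 1.77 x 10^8 /mL.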
uPA generation: cell surface uPA generation inhibition. cell surface uPA generation assay, qHTS. hit rate 0.31% among 330,000. Potency, µM (top dose mostly 38.3 µM), for the others: at the highest dose activity change, negative = inhibition, usual class: inhibitors. AID 540303; active = well fitted inhibition curve with a large enough effect; inconclusive = small, poorly fitted or top-dose-only effect; inactive = no such curve, though single readings can be large or run the other way; tested in mouse RAW 264.7 cells; note: potency is the fitted concentration of half-maximal effect; % is set by controls: 0 for no effect and ±100 for the full control effect; nearly all actives have a fitted effect of over 55% in size
* = called active by the depositor; ? = inconclusive; / = no result given; & = joins results of further samples; [ ] = dose if it differs, or a comment. Unless noted, calls come from the whole dose curve; as a rule, active = well fitted curve in the direction sought with a large enough effect; inconclusive = small, poorly fitted or top-dose-only effect, or another doubt; inactive = no such curve, though single readings can be large; an effect the other way counts as inactive or inconclusive. Outcome played no part in choosing rows. About 14% of those tested had a hit in this group.

SMILES	Giardia kill	VP16 counter	Tb PFK inh	FLuc counter	FBPA coupling cs	RORg inh	Rab9 prom act	ELG1 genotoxic	NPC1 promoter act	KCNH2 3.1 block	uPA generation
COCCn1c(Cc2ccccc2)nnc1SCC(=O)Nc1oc(C)c2c(C)n[nH]c(=O)c12	6	/	-10%	9%	/	/	1%	1%	-2%	5	2%
CCN(CC)S(=O)(=O)c1ccc(S(=O)(=O)N2CCCC2C(=O)O)cc1 (stereo unspecified)	-1	3%	6%	6%	4	-23%	2%	-1%	-5%	-1	/
COc1ccc(-c2nn(C)c(=O)c3ccccc23)cc1CNC(=O)c1ccco1	-14	?	4%	2%	-1	-23%	-2%	11%	-1%	-3	-10%
NC(=O)CC[C@H](NC(=O)c1ccc(F)cc1)C(=O)OCC(=O)Nc1c(F)c(F)c(F)c(F)c1F	20	-23%	-2%	0%	-1	-18%	0%	0%	-6%	-3	8%
CSc1ccccc1C(=O)Nc1ncn[nH]1	-4	-14%	-2%	0%	0	-37%	-1%	-1%	-5%	4	28%
Cc1ccc(-c2ccc(=O)[nH]n2)cc1	10	-11%	1%	0%	-3	-14%	12%	5%	0%	-20	-11%
CC(C)N(C)C1CCN(C(=O)Nc2ccc(Cl)cc2)CC1	1	2%	-1%	0%	-3	-5%	2%	1%	11%	-198*	/
Cc1ccc(C)c(SCC(=O)NC2CCS(=O)(=O)C2)c1 (stereo unspecified)	-3	/	16%	-4%	/	/	-3%	-3%	-3%	-3	2%
O=C(NCCCN1CCOCC1)C(C(=O)c1ccccc1)n1ccccc1=O (stereo unspecified)	-4	-8%	3%	2%	1	-5%	1%	1%	-2%	-12	6%
Cn1nc(-c2ccc(Cl)cc2)c2cc(C(=O)N3CCN(c4ccccc4)CC3)sc21	-1	8%	-2%	7%	-1	1%	7%	-9%	0%	-32	4%
COc1cccc(C(=O)NCCS(=O)(=O)NCc2ccc3c(c2)OCO3)c1	-16	/	-11%	7%	/	/	0%	3%	-2%	-4	12%
CCOC(=O)Cc1csc(NC(=O)c2ccc3ncsc3c2)n1	-19	17%	1%	15µM*	/	-19%	24%	3%	-23%	4	-11%
COc1ccc(C(C(=O)NC(C)(C)C)N(C(=O)CCC(=O)Nc2cc(C)on2)c2cc(C)cc(C)c2)cc1 (stereo unspecified)	-5	27%	3%	1%	-1	?	-1%	-2%	-2%	3	0%
CCOC(=O)C1CCC/C1=N\NC(=O)CN(c1cc(OC)ccc1OC)S(=O)(=O)c1ccccc1 (stereo unspecified)	1	-6%	-6%	3%	0	-3%	0%	-3%	-2%	1	6%
O=C1Nc2ccccc2C1=Nc1ccc(Cl)cc1	-8	-2%	-10%	-10%	-4	9%	1%	4%	-2%	0	3%
O=C(CSc1nnc(-c2cccnc2)n1Cc1ccco1)c1ccccc1	-3	4%	-8%	2%	-1	10%	2%	-1%	?	-17	2%
Cc1ccc(C(=O)Nc2ccc(F)cc2F)o1	9	-2%	1%	-20%	3	-8%	21%	-1%	11%	8	1%
Cc1cc(=O)[nH]c(SCC(=O)Nc2ccc(C)c(S(=O)(=O)N3CCCCC3)c2)n1	-6	-13%	0%	5%	11	2%	-4%	2%	1%	13	3%
Cc1nn(-c2ccccc2)c(N2CCCC2)c1/C=N/NC(=S)Nc1ccccc1C(F)(F)F	7	1µM*	-6%	-1%	-3	1.4µM*	-8%	-5%	-9%	16	8%
COc1ccc(-c2csc3ncnc(N4CCN(S(=O)(=O)c5ccc(C(C)=O)cc5)CC4)c23)cc1	-15	/	3%	2%	/	/	9%	-20%	4%	-7	1%
Cc1ccc(CC(=O)OC(C)C(=O)NC2CCCCC2C)cc1C (stereo unspecified)	0	/	-1%	0%	/	/	-4%	-5%	-2%	10	12%
Cc1ccc(CN2CCC(C(=O)NCCC(C)C)CC2)o1	-6	3%	1%	1%	2	0%	0%	3%	-1%	6	-4%
CCCS(=O)(=O)c1c(S(=O)(=O)CCC)c2c3ccccc3ccn2c1C(N)=O	-8	2%	-5%	3%	2	7%	-5%	-3%	-7%	-6	0%
Cc1cccc(CN2CCN(Cc3ccc(-n4cccn4)cc3)CC2CCO)n1 (stereo unspecified)	-6	2%	3%	-2%	-2	-15%	10%	-2%	1%	-15	-1%
CC1CC(=O)Nc2cc([N+](=O)[O-])ccc2N1 (stereo unspecified)	-18	-7%	0%	-2%	-1	-9%	-3%	-1%	3%	18	5%

Look-ups from above:
Under Tb PFK inh, `CSc1ccccc1C(=O)Nc1ncn[nH]1` is listed with -2%
Under NPC1 promoter act, `COCCn1c(Cc2ccccc2)nnc1SCC(=O)Nc1oc(C)c2c(C)n[nH]c(=O)c12` is listed with -2%

(listing goes on)
SMILES	Giardia kill	VP16 counter	Tb PFK inh	FLuc counter	FBPA coupling cs	RORg inh	Rab9 prom act	ELG1 genotoxic	NPC1 promoter act	KCNH2 3.1 block	uPA generation
Oc1cc(Nc2cccnc2)cc2cccnc12	4	/	2%&1%	0%	/	/	-34%[inhibitor]	4%	-33%[inhibitor]	/	?
Cc1ccc(C2C3=C(Nc4[nH]n(-c5ccccc5)c(=O)c42)c2ccccc2C3=O)cc1 (stereo unspecified)	/	-10%	-2%	?	-44*	-1%	-3%	-1%	0%	/	/
CCC(C)C(=O)NCCc1ccc(S(N)(=O)=O)cc1 (stereo unspecified)	-3	-3%	6%	3%	2	-13%	0%	2%	-3%	24	0%
COc1ccc(N2CCN(CC(O)COC(c3ccccc3)c3ccccc3)CC2)cc1 (stereo unspecified)	13	8%	1%	-2%	0	?	6%	-9%	0%	-105*	8%
COc1ccc(S(=O)(=O)N2CCC[C@H]2C(=O)NCc2ccc(Cl)cc2)cc1	5	-7%	-6%	0%	1	28%	-13%	-4%	0%	0	8%
O=C(Nc1cccc2ccccc12)C(=O)C1C(=O)Nc2ccccc21 (stereo unspecified)	9	-13%	0%	?	1	3%	-4%	-4%	?	-11	1%
CC(C)(C)c1ccc(C2CC2C(=O)N/N=C\c2cc3ccccc3nc2Cl)cc1 (stereo unspecified)	7	-5%	0%	?	2	-4%	-3%	1%	2%	-14	-2%
Nc1cc(-c2nc3ncccc3o2)ccc1Cl	-1	-22%	5%	19µM*	-2	-15%	4µM*	?	?	-9	-2%
CC(C)C(=O)Nc1nnc(S(=O)(=O)N2c3ccccc3CC2C)s1 (stereo unspecified)	-25	-1%	0%	2%&5%	2	-8%	2%	1%	0%	0	-3%
CCOC(=O)c1nn(-c2ccccc2)c(C)c1C(C)=O	1	4%	3%	0%	2	19%	-4%	2%	-5%	11	-2%
CC1=CS(=O)(=O)CC1Sc1nc(C)n[nH]1 (stereo unspecified)	-18	7%	-5%	0%	0	9%	-1%	4%	-2%	26	10%
Cc1ccc(NC2CCCN(C(=O)c3cn4cccc(C)c4n3)C2)cc1C (stereo unspecified)	-15	-2%	-6%	1%	/	-13%	0%	1%	-2%	-13	13%
COc1ccc(CNC(=O)c2ccc(CS(=O)(=O)c3ccc(Br)cc3)o2)cc1	14	1%	0%	-1%&0%	-2	29%	-6%	-1%	-4%	-1	13%
COc1ccc(Cl)cc1NC(=O)C[n+]1ccccc1	-12	14%	-2%	0%	-6	-1%[1.91 µM]	6%	-2%	0%	-10	2%
COc1ccc(C(=O)Nc2cc3c4c(c2)C(C)C(=O)N4CCC3)c(OC)c1 (stereo unspecified)	23	/	1%	?	/	/	-3%	?	-1%	-7	-9%
CCc1ccc(NS(=O)(=O)c2ccc3c(c2)CCN3C(=O)CCC(=O)O)cc1	20	-4%	9%	3%	4	2%	0%	-1%	-3%	13	1%
Cc1ccc(-c2csc3ncn(CC(=O)N4CCOCC4)c(=O)c23)cc1	-13	-1%	-2%	2%	3	24%	-7%	-4%	-2%	-15	-3%
O=C(CNCc1ccccc1)NC1C2CC3CC(C2)CC1C3 (stereo unspecified)	0	-1%	3%	?	-3	21%	14%	4%	8%	-1	-3%
CCCn1c(=O)c(C(=O)c2ccccc2)nc2ccccc21	6	3%	-1%	6%	0	1%	4%	1%	1%	-4	0%
COc1cc(-c2nn3c(COc4ccccc4)nnc3s2)cc(OC)c1OC	15	-4%	-19%	0%	2	-2%[10 µM]	3%	7%	0%	-10	0%
COC(=O)/C=C1/SC(=Nc2ccc(C)cc2C)NC1=O	-18	14%	-1%	-7%	4	-6%	7%	0%	1%	-23	0%
O=C(NCC1CCCO1)C1c2ccccc2C(=O)N1Cc1ccc2c(c1)OCO2 (stereo unspecified)	0	-8%	-7%	2%	0	14%	0%	3%	-3%	-28	-8%
O=C(NNc1nc2c(F)cccc2s1)c1cc(=O)c2ccccc2o1	-26	?	12%	5.4µM*	-8	10µM*	?	?	?	17	?
